# High-throughput results as filed in PubChem.
# West Nile virus CPE = inhibition of WNV-induced cytopathic effect – cell-based, CPE readout (AID 1621). West Nile virus-infected cells, CPE inhibition; higher % means a stronger effect. one-dose CPE inhibition, % at 10 µM; IC50 in µM for titrated hits. actives 0.02% (n = 290,000); in the data active means a potency from the dose series; inconclusive means CPE inhibition mostly from about 3.7% at the one dose, without a potency; inactive means the rest, 99 in 100 with CPE inhibition below about 2.2%; further: strong numbers were not always called active
# WT yeast gro inh = growth inhibition of WT yeast, mitochondrial fusion screen | actives 2.1% (n = 190,000) | inhibition, % at 10 µM | mitochondrial fusion phenotypic screen, WT strain; in the data active means inhibition above about 58%; tested in S. cerevisiae
# b-catenin transl = alters nuclear translocation of beta-catenin in HeLa cells; immunofluorescence imaging; AID 1665; nuclear translocation activity, % at 5 µM; actives 0.3% (n = 190,000);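 active means nuclear translocation activity above 50% at 5 µM, with a well cell count of 50 or more; inconclusive means wells under 50 cells across six images, flagged as toxic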;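 further: per-cell ratio of nuclear to cytoplasmic median beta-catenin stain intensity; plate controls were DMSO negative control for no effect and GSK-3 inhibitor IX positive control for full effect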
#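 System: Human HeLa cells, endogenous beta-catenin | Compound dosing: 5 µM primary, 0.02–20 µM confirmation | Timing: 24 h compound exposure at 37°C, 5% CO2 | Measured by: Fluorescence imaging of beta-catenin antibody stain plus DAPI | Read-out basis: % activation of per-cell nuclear versus cytoplasmic median beta-catenin signal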
# Myeloid diff 2 = myeloid differentiation induction; ER-HoxA9 myeloid progenitors, lysozyme-GFP differentiation, flow cytometry; calls only at 10 µM; actives 1% (n = 360,000); AID 624256;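 active means normalized GFP-positive differentiation at or above the plate's own cutoff, the solvent-only control mean plus 3 SD; inconclusive means no clear call, values can overlap the other calls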;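 further: cells exposed to compound for four days before flow analysis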
# Rac1 GTP hydrolysis = MgcRacGAP GTPase-activating activity inhibitors, confirmation, biochemical, ADP Hunter fluorescence; actives 0.6% (n = 340,000); inhibition, % at 30 µM, or IC50 in µM where a hit was titrated; MgcRacGAP-stimulated Rac1 GTP hydrolysis, ADP Hunter fluorescence; higher % means a stronger effect; GST-tagged Rac1 F28L mutant substrate; AID 624330;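 active means first-screen hits whose inhibition reached a set limit at any dose in the follow-up dose series; inconclusive means inhibition above the set first-screen limit but never retested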;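 further: fluorescence reports GDP produced by GAP-driven GTP hydrolysis; strong numbers were not always called active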
# RSV CPE inhibition = inhibition of RSV-induced cytopathic effect – HEp-2 cells, primary 10 µM value included (AID 2391); HEp-2 cells, RSV-induced CPE inhibition; higher % means a stronger effect; CPE inhibition, % at 10 µM; hits with a dose series show IC50 in µM; actives 0.13% (n = 310,000); in the data active means a potency from the dose series; inconclusive means CPE inhibition mostly from about 23% at the one dose, without a potency; inactive means the rest, 99 in 100 with CPE inhibition below about 21%; further: strong numbers were not always called active
# PhoP inhibition = PhoP-dependent GFP reporter repression – Salmonella Typhimurium, primary screen (AID 1863); S. Typhimurium PhoP-regulated promoter GFP reporter, 4 h; higher % means a stronger effect; one-dose inhibition, % at 50 µM; IC50 in µM for titrated hits; actives 0.16% (n = 300,000);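 active means inhibition over 29.93%, a cutoff 3 SD above the screen mean, later confirmed by dose response; inconclusive means inhibition over 29.93% but no dose response follow-up; inactive means inhibition at most 29.93% or unconfirmed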;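 further: 0% = low Mg2+ inducing control and 100% = high Mg2+ repressing control; strong numbers were not always called active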
# Large T inhibition = TAg ATPase/helicase activity blockers – biochemical (AID 1903); SV40 large T antigen ATPase/helicase inhibition assay; higher % means a stronger effect; inhibition, % at 20 µM; hits with a dose series show IC50 in µM; actives 0.39% (n = 310,000); in the data active means a potency from the dose series; inconclusive means inhibition mostly from about 32% at the one dose, without a potency; inactive means the rest, 99 in 100 with inhibition below about 32%; further: strong numbers were not always called active
# T cell HTS = modulates CD8 T cell binding to vesicles. 2C CD8+ T cell-vesicle binding, flow cytometry; stronger effect = lower value. calls only at 7 µM. actives 0.068% (n = 330,000). AID 2052;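 active means response, share of CD8 T cells binding vesicles, and their 90th percentile fluorescence all below set limits, cut at about 80% in these data, passing the limit was not always enough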
#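 Assay system: 2C TCR transgenic mouse naive CD8+ T cells, MACS-purified | Read-out: CD8+ gate FL2 mean fluorescence as % of same-row positive control | Signal: High-throughput flow cytometry with anti-B7-1 and anti-CD8 staining | Timing: Binding step 1.5 h, 37 °C, antibody labelling 20 min, ice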
# WT yeast gro inh mutant strain = recorded beside WT yeast gro inh, whose call it bears; inhibition, %; mitochondrial fusion phenotypic screen, mutant strain inhibition
# b-catenin transl cell count 5 µM = also measured in b-catenin transl; calls as there; cell count; measured here: cell count, cytotoxicity flag
# T cell HTS vesicle-bound % = recorded beside T cell HTS, whose call it bears; double positive events, %; measured here: CD8+ vesicle-bound cell fraction;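 binding gate set so that unloaded-vesicle control wells show 10% double positive cells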
# Myeloid diff 2 GFP+ MAC1+ % = recorded beside Myeloid diff 2, whose call it bears; GFP+ MAC1+ double positive, %; measured here: differentiation confirmed by MAC1 staining
# Active calls of the source: *; i = inactive; ? = inconclusive; nt = not tested or not shown.
SMILES,West Nile virus CPE,WT yeast gro inh,WT yeast gro inh mutant strain,b-catenin transl,b-catenin transl cell count 5 µM,Myeloid diff 2,Myeloid diff 2 GFP+ MAC1+ %,Rac1 GTP hydrolysis,RSV CPE inhibition,PhoP inhibition,Large T inhibition,T cell HTS,T cell HTS vesicle-bound %
C=CCn1c(=NC(=O)c2cc(-c3cccs3)nc3ccccc23)sc2cc(S(N)(=O)=O)ccc21,-0.9%,0,-25,0.0,1027,i,0.2,7%,50%,4%,4%,i,9
CC(=O)Nc1ccc(NC(=O)COc2ccc(S(=O)(=O)N3CCCC3)cc2C)cc1,-0.6%,nt,nt,nt,nt,i,0.2,7%,1.7%,-4%,4%,i,8
Cn1c(=O)c2ncn(CC(=O)N/N=C/C=C/c3ccccc3)c2n(C)c1=O,1.2%,-6,7,-1.8,1121,i,0.5,9%,1.9%,-4%,7%,i,54
NNC(=O)CCc1nc2ccc(O)cc2[nH]1,0.2%,5,17,-1.2,1071,i,0.1,?,0.1%,4%,?,i,31
CC(=O)Nc1ccc(S(=O)(=O)N(C2=NCC(C)S2)c2ccccc2)cc1 (stereo unspecified),0.1%,30,20,-1.6,1174,i,1.6,2%,3.5%,-11%,10%,i,28
O=C(Nc1ccc2c(c1)OCO2)c1ccc(Cl)nc1,-0.1%,-5,8,nt,nt,i,1.0,18%,2.2%,4%,25%,i,53
Cc1nn(Cc2c(F)c(F)c(F)c(F)c2F)c(C)c1NC(=O)c1nn(C)c(C)c1Br,-1.0%,nt,nt,nt,nt,i,1.1,9%,2.4%,0%,19%,i,13
O=C(CCCN1C(=O)/C(=C/c2cccs2)SC1=S)Nc1ccc(O)c(C(=O)O)c1,0.5%,4,4,3.4,958,nt,nt,nt,nt,-19%,30%,nt,nt
COc1ccc(/C=C\C(=O)c2c(O)ccc3c(C)cc(=O)oc23)cc1,3.1%,5,11,24,712,i,0.7,6%,6.1%,-5%,4%,i,38
O=C(c1cc2cc([N+](=O)[O-])ccc2s1)N1CCOCC1,0.7%,-35,-9,3.5,1017,i,0.6,4%,-0.4%,-9%,1%,i,15
CCc1ccc(N(C(=O)c2snc(C(N)=O)c2N)C(C(=O)NCC2CCCO2)c2ccco2)cc1 (stereo unspecified),-0.6%,nt,nt,nt,nt,i,0.6,8%,3.1%,-3%,11%,i,16
CN1CCN(c2ccc(Cl)cc2NC(=O)c2cccc(S(=O)(=O)N(C)C)c2)CC1,?,9,0,nt,nt,i,1.8,4%,-1.6%,15%,10%,i,19
Cn1c(=NC(=O)COc2ccccc2)sc2ccccc21,0.1%,-17,-9,-3.4,1081,i,0.1,4%,5.4%,-2%,13%,i,23
O=C1C2C3C=CC([C@@H]2C(=O)N1C1CCCCC1)[C@H]1C(=O)N(C2CCCCC2)C(=O)C31 (stereo partly specified),-1.0%,1,5,-0.8,1451,i,1.5,2%,2.9%,-8%,11%,i,42
Cc1ccc(C)c2[nH]c(=O)c(CCNC(=O)c3ccc(S(=O)(=O)N4CCCC4)cc3)cc12,-0.2%,nt,nt,nt,nt,i,0.7,7%,4.0%,4%,-8%,i,62
CCOC(=O)C(NC(=O)c1ccccc1Cl)(Nc1ccc(C)c(C)c1)C(F)(F)F (stereo unspecified),-0.7%,28,6,-0.6,549,i,0.2,4%,1.7%,-4%,2%,i,20
Cc1cccc(N2C(=O)N3[C@H](c4ccc(Br)cc4)[C@@H]4C(=O)N(C(C)(C)C)C(=O)[C@@H]4[C@]3(C)C2=O)c1,-1.4%,nt,nt,nt,nt,i,0.8,6%,6.8%,2%,9%,i,59
COc1ccc(C=C(c2nc3ccccc3s2)c2nc3ccccc3s2)cc1O,1.4%,48,5,4.8,907,i,1.2,4%,19%,15%,8%,i,55
Cc1ccc(NS(=O)(=O)c2cccc(C(=O)N3CCCCCCC3)c2)cc1,nt,nt,nt,nt,nt,i,0.6,2%,2.7%,-3%,9%,i,48
C=CCCC(=O)N1CCCC(C(=O)c2cccc(OC)c2)C1 (stereo unspecified),-1.0%,nt,nt,nt,nt,i,0.1,1%,0.6%,4%,-4%,i,51
O=C(NC(Cc1ccccc1)C(=O)O)/C(=C\c1ccccc1F)NC(=O)c1ccccc1 (stereo unspecified),-0.5%,-19,-9,1.6,1010,i,0.1,6%,-0.5%,-8%,3%,i,31
O=C(Nc1cc(C(F)(F)F)cc(C(F)(F)F)c1)Nc1cnn(-c2ccc([N+](=O)[O-])cc2)c1C(F)(F)F,13%,nt,nt,22,777,i,0.0,2%,-2.3%,-2%,5%,i,37
O=C(c1cc(COc2cccc(C(F)(F)F)c2)on1)N1CCSCC1,-1.1%,nt,nt,nt,nt,i,2.4,6%,11%,5%,-15%,i,68
CC1=CCC2C(=O)N(c3cccc(C(=O)NC(C)c4ccccc4)c3)C(=O)C2C1 (stereo unspecified),0.0%,nt,nt,nt,nt,i,0.3,10%,2.8%,-3%,9%,i,42
N#Cc1ccc(OCC(=O)n2cc(C(=O)c3cc(Cl)cc(Cl)c3O)cn2)cc1,0.2%,nt,nt,1.4,1264,nt,nt,nt,11%,4%,24%,i,36
# Later entries
SMILES,West Nile virus CPE,WT yeast gro inh,WT yeast gro inh mutant strain,b-catenin transl,b-catenin transl cell count 5 µM,Myeloid diff 2,Myeloid diff 2 GFP+ MAC1+ %,Rac1 GTP hydrolysis,RSV CPE inhibition,PhoP inhibition,Large T inhibition,T cell HTS,T cell HTS vesicle-bound %
Cc1ccc(NC(=O)CCNS(=O)(=O)c2cccc3nonc23)cc1,0.2%,8,-1,-1.7,1056,i,0.8,8%,1.7%,7%,2%,i,29
CC1(C)CC(=O)C(C=NCCN2CCN(C(=O)c3ccc(F)cc3)CC2)=C(O)C1,0.1%,-3,4,-1.5,567,i,1.6,0%,-0.3%,8%,4%,i,21
CCOC(=O)N1CCC(N(CCCOC)C(=O)Nc2cccc(OC)c2)CC1,0.5%,-3,-5,0.9,1250,i,6.2,3%,8.3%,3%,2%,i,46
CCN(CC(=O)Nc1c(F)cccc1F)C(=O)CCCNC(=O)c1ccc(Cl)cc1,nt,nt,nt,nt,nt,i,0.5,1%,0.3%,-1%,9%,i,35
COc1ccc(CCNC(=O)CCCCCNc2nc(=S)[nH]c3ccccc23)cc1OC,0.5%,-7,-5,1.2,1018,i,0.7,6%,-0.3%,-10%,0%,i,48
NC(=S)Nc1ccccc1Br,0.8%,nt,nt,-0.5,1317,i,1.0,16%,nt,-14%,21%,i,12
Cc1nccn1Cc1cccc2ccccc12,nt,8,29,-0.5,1124,i,2.1,7%,1.3%,2%,14%,i,8
Cc1ccc(/C=N/NC(=O)CN2C(=O)CSc3ccccc32)o1,-0.1%,nt,nt,-0.4,1325,i,0.8,8%,-0.1%,-2%,15%,i,34
COc1ccc(NC(=O)c2cccc(NC(=O)c3ccccc3)c2)c(OC)c1,-0.9%,nt,nt,nt,nt,i,0.1,11%,3.2%,0%,6%,i,52
Cc1nc2scc(C)n2c(=O)c1S(=O)(=O)N1CCN(c2ccccc2)CC1,-0.3%,nt,nt,nt,nt,i,0.4,2%,5.2%,0%,6%,i,30
CC(=O)c1cccc(NC(=O)CCNS(=O)(=O)c2cccc(C(C)=O)c2)c1,-0.1%,-3,-16,-5.1,853,i,1.6,-3%,1.0%,1%,13%,i,18
C=CCNC(=O)COC(=O)CCC(=O)c1cccs1,-0.2%,nt,nt,0.2,1200,i,0.3,8%,-1.6%,-6%,11%,i,54
CCOC(=O)CSc1nnc(-c2cc(OC)c(OC)c(OC)c2)o1,-0.2%,-5,-9,0.3,1074,i,0.2,1%,0.2%,nt,nt,i,26
CNC(=O)c1sccc1SCc1c(Cl)cccc1Cl,-0.4%,-5,3,nt,nt,i,0.4,10%,16%,-14%,12%,i,59
Cc1[nH]n(-c2ccccc2)c(=O)c1/C=N/NC(=O)c1cccc([N+](=O)[O-])c1,0.3%,-8,13,3.4,1351,?,nt,7%,nt,-2%,-14%,i,40
O=C1CC(N2CCN(c3ccccc3F)CC2)C(=O)N1c1ccc(F)cc1 (stereo unspecified),0.0%,nt,nt,nt,nt,i,0.9,10%,1.8%,nt,nt,i,48
CS(=O)(=O)c1ccc(-c2nnc(NC(=O)c3cccc(N4C(=O)CCC4=O)c3)o2)cc1,nt,nt,nt,nt,nt,i,1.3,5%,0.4%,-4%,24%,i,36
Cc1ccc(CCN2CC(C(=O)NCCCN3CCCCCC3)CC2=O)cc1 (stereo unspecified),0.3%,28,19,-0.6,798,i,0.3,16%,0.6%,-9%,17%,i,25
Cc1c(C(=O)Oc2cccc3ccccc23)cnn1-c1ccccc1,0.3%,nt,nt,2.0,1113,nt,nt,13%,6.3%,-4%,1%,i,60
COc1cccc(CNC(=O)Cn2cc3c(n2)CCCC3)c1,-0.7%,14,9,3.6,1011,i,2.3,1%,-0.5%,7%,13%,i,30
CC(C)CCNC(=O)Cn1c(=O)oc2cc(S(=O)(=O)N3CCc4ccccc43)ccc21,-1.1%,-3,2,-0.5,1116,i,2.7,2%,7.0%,5%,4%,i,39
O=C(Nc1cccc(-c2ccc(N3CCOCC3)nn2)c1)c1ccc(Cl)cc1,nt,nt,nt,nt,nt,i,1.5,4%,-1.3%,5%,6%,i,53
COc1cc(-c2csc(C)n2)ccc1O,-0.1%,17,-18,3.6,1088,i,0.7,?,0.9%,18%,4.9µM*,i,28
CC(C)[C@H](NC(N)=O)C(=O)NCCc1ccc(Cl)cc1Cl,0.8%,-28,-7,-1.1,1071,i,0.3,1%,0.4%,-6%,-4%,i,11
CC(C)NC(=O)C1CCN(S(=O)(=O)c2ccc(N3CCCC3=O)cc2)CC1,-0.4%,nt,nt,nt,nt,i,3.5,9%,1.1%,-1%,10%,i,7
Cc1cccc(C)c1NS(=O)(=O)c1c(C)[nH]c(=O)[nH]c1=O,0.1%,17,10,-6.8,1025,i,1.8,-1%,2.0%,4%,17%,i,46
